# MC4R ag barr: agonists of human melanocortin 4 receptor (MC4R) beta-arrestin | U2OS MC4R beta-arrestin complementation, luminescence; percent of melanotan II response, DMSO zero | AID 540308 | activation, % at 8.9 µM | 0.98% of 360,000 active;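 active means activation above a per-plate cutoff, the mean activation of sample wells on that plate plus 3 SD, cut at about 8% in these data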
# aDG glyco act: increases alpha dystroglycan glycosylation; Pro5-aDG cells, alpha-DG glycosylation AlphaScreen (IIH6); 0% Pro5, 100% B10-LARGE cell signal; activation, % at 10 µM; 0.22% of 360,000 active; AID 624168;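 active means activation of at least 8% versus controls, or a plate z-score of at least 8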;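 further: Pro5 are CHO cells carrying HIG-tagged alpha-DG that lacks glycosylation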
# TLR9-MyD88 inh: blocks human TLR9 binding to MyD88; inhibition, % at 4.98 µM; CHO BLA complementation TLR9-MyD88, CCF4 FRET ratio; 0.21% of 340,000 active; AID 504734;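 active means inhibition above the mean over all tested compounds plus 3 SD, cut at about 21% in these data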;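 further: 0% = DMSO only wells and 100% = clavulanate BLA inhibitor control wells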
# ABCB6 inh MLPCN: blocks the human ABCB6 transporter. Q9NP58. K562-ABCB6 porphyrin accumulation, flow cytometry, 1 h; active compounds read low. fluorescence ratio to DMSO, % at 10 µM. 0.19% of 360,000 active. AID 602162;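 active means fluorescence ratio to DMSO below 75%, the collection mean minus 3 SD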;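 further: signal is porphyrin accumulated inside mitochondria; 100% equals median channel fluorescence of DMSO control wells; lower ratio means ABCB6 inhibition with less porphyrin fluorescence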
# Exocytosis inh: lytic granule exocytosis inhibition; AID 651702; TALL-104 LAMP-1 surface exposure, flow cytometry; cells stimulated with thapsigargin and PMA; 0.66% of 360,000 active; inhibition, % at 10 µM;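 active means inhibition above about 55%, limit read from the data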
# N-glyco inh: N-linked glycosylation inhibition. 0.23% of 360,000 active. AID 588692. reporter increase, % at 12.5 µM. D54 ERlucT glycosylation luciferase reporter, 24 h; percent of 100 nM tunicamycin response;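 active means mean luciferase reporter signal, scaled so untreated is 0 and the glycosylation-blocking control 100, at or above a set limit in every replicate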;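 further: luciferase carries N-glycosylation sites so blocking glycosylation raises the light; 0% = median of neutral control wells and 100% = median of 100 nM tunicamycin wells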
# ABHD5 PLIN5 PPI: inhibitors of human ABHD5-perilipin-5 interaction; inhibition, % at 4 µM; Split G. princeps luciferase complementation, luminescence, 4 h; AID 602281; 0.78% of 360,000 active;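 active means inhibition above the mean inhibition across every tested compound plus 3 SD, cut at about 22% in these data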;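 further: 0% = DMSO only wells and the 100% control is not disclosed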
# Target sequence (Q00G26 whole entry, looked up): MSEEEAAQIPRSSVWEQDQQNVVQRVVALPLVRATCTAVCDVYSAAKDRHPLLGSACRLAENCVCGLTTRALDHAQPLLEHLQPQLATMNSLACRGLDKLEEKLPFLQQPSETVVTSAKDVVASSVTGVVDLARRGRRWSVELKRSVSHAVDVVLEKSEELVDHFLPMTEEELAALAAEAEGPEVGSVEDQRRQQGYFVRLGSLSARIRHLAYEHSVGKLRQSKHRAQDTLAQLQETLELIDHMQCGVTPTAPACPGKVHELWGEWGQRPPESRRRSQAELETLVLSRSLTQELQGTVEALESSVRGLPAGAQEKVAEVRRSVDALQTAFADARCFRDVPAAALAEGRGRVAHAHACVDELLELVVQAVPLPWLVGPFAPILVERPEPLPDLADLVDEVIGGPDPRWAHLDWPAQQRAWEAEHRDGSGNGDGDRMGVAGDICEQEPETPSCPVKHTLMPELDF
# Target sequence (Q8WTS1 whole entry, looked up): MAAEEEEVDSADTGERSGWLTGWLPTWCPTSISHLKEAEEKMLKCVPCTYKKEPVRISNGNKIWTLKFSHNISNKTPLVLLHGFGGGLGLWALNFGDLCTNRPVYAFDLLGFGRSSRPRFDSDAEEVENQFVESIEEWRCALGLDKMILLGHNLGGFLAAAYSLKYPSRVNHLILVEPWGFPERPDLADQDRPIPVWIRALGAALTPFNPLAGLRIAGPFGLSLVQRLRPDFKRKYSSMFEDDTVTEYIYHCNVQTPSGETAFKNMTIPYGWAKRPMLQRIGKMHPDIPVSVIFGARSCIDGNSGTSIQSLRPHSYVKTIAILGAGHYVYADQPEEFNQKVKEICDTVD
# MC4R antagonist: human MC4R antagonism in cAMP assay. 0.48% of 360,000 active. AID 540295. MC4R-expressing cells, MTII-stimulated cAMP, LANCE TR-FRET. P32245. inhibition, % at 6.5 µM;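 active means inhibition above its plate's cutoff, the mean of tested wells on that plate plus 3 SD, cut at about 29% in these data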;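 further: 0% = Melanotan II alone and 100% = Melanotan II plus saturating MCL0020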
#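 Material: human MC4R-expressing U2OS cells. Probe or stimulus: Melanotan II challenge. Dosing: 6.5 µM single dose. Times: 30-min compound, 1-h challenge, 1-h detection, room temperature. Technique: TR-FRET with Eu-cAMP and labeled anti-cAMP, 671 nm. Replication: singlicate.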
# Vif imaging: blocks HIV Vif function; AID 602346; HEK293T cells, Vif self-association by quenched fluorescence, imaging, 24 h; 0.35% of 340,000 active; inhibition, % at 7.49 µM; in the data active means inhibition above about 50%, passing the limit was not always enough; further: some results filed as inactive read as strong as hits
# NOD2 RIPK2 PPI: blocks binding of human NOD2 to RIPK2; O43353; CHO BLA complementation NOD2-RIPK2, CCF4 ratio; inhibition, % at 4.98 µM; 0.38% of 360,000 active; AID 624267; in the data active means inhibition above about 21%;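 further: 0% = vehicle only and 100% = reference blocker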
# * hit, by the source's call; · = not tested or not shown. A portion of the library; the hit share may differ from the screen's.
# Results follow in this order: N-glyco inh	MC4R ag barr	ABCB6 inh MLPCN	MC4R antagonist	ABHD5 PLIN5 PPI	TLR9-MyD88 inh	aDG glyco act	NOD2 RIPK2 PPI	Vif imaging	Exocytosis inh
- CC1=C(C(=O)OC(C)C)C(c2ccc(Br)s2)NC(=O)N1C (stereo not given)
→ 0	2.4	88	2	0	-1	0.6	4	10	11
- Cc1ccc(C)c(S(=O)(=O)Nc2ccc(C(=O)N3CC(C)OC(C)C3)cc2)c1 (stereo not given)
→ 2	-0.6	95	3	5	5	-0.4	-4	11	3
- O=C(Nc1c(-c2ccccc2)[nH][nH]c1=O)c1ccc2c(c1)OCO2
→ ·	·	·	·	-16	·	0.6	-5	·	-5
- O=c1c2ccccc2cnn1Cc1n[nH]c(=S)n1-c1ccc(F)c(Cl)c1
→ 2	-1.8	92	8	-11	4	-0.1	-9	-2	0
- O=C(COc1ccccc1F)NC1CCN(Cc2ccccc2)CC1
→ -2	-1.1	94	2	1	-6	0.2	-9	-2	3
- CCC(C)NC(=O)C1CN(S(=O)(=O)c2ccccc2)CCN1S(=O)(=O)c1ccccc1 (stereo not given)
→ -1	-1.6	102	1	-5	-6	1.6	4	-1	16
- COCCCn1c(C(=O)N2CC(C)OC(C)C2)cc2c(=O)n3cccc(C)c3nc21 (stereo not given)
→ 2	1.6	92	8	-4	-11	0.4	-6	27	-12
- Cc1ccc(CN(C(=O)COc2ccc([N+](=O)[O-])cc2)C2CCS(=O)(=O)C2)o1 (stereo not given)
→ -1	-3.0	101	4	12	-5	0.4	-5	2	9
- O=c1oc2ccccc2c2oc3cc(O)c(O)cc3c12
→ 5	2.6	100	-11	0	-5	0.1	9	-4	1
- O=Cc1cc2ccccc2nc1SCc1ccc(Cl)c(Cl)c1
→ 6	-2.6	108	-29	-1	6	-0.3	18	-3	7
- Cc1ccc(NC(=O)CCC(=O)c2cc(C)sc2C)nc1
→ 3	-1.1	109	2	-10	-6	0.4	-3	23	10
- Cn1nc(C(C)(C)C)cc1C(=O)O
→ 1	-3.1	98	3	2	-1	1.9	-1	0	-4
- O=C(O)c1ccc(-n2ncc3c2/C(=C/c2cccc([N+](=O)[O-])c2)CC3)cc1
→ 5	0.1	103	7	4	-10	0.1	5	3	2
- CCCOc1ccc(C(CC(=O)O)NS(=O)(=O)c2ccc(NC(C)=O)cc2)cc1 (stereo not given)
→ -2	-0.7	84	26	2	9	0.1	-11	1	-2
- COc1cccc(NC(=O)C2C3C=CC(C3)C2C(=O)O)c1 (stereo not given)
→ 0	0.8	95	18	-2	-8	-0.1	4	7	1
- O=C(Nc1ccccc1)NC1CS(=O)(=O)CC1O (stereo not given)
→ -2	0.2	90	12	-1	1	-0.1	-3	-4	1
- CC(C)NCC(O)COc1ccc(Br)cc1 (stereo not given)
→ 2	-4.3	100	4	6	4	-0.1	-2	-2	-2
- CCc1ccc(-n2c(C)n[nH]c2=S)cc1
→ 0	-1.6	96	1	0	-4	0.0	13	-5	-4
- FC(F)(F)c1ccc(N/N=C/c2cccnc2)nc1
→ 1	-0.5	93	4	-1	-7	-0.1	3	7	5
- CC(=O)Nc1ccc(C(=S)NCc2ccco2)cc1
→ -1	2.6	106	17	-1	-8	-0.4	-7	2	1

# Filtered by structure, those above containing bromine
# Results follow in this order: N-glyco inh	MC4R ag barr	ABCB6 inh MLPCN	MC4R antagonist	ABHD5 PLIN5 PPI	TLR9-MyD88 inh	aDG glyco act	NOD2 RIPK2 PPI	Vif imaging	Exocytosis inh
- CC1=C(C(=O)OC(C)C)C(c2ccc(Br)s2)NC(=O)N1C (stereo not given)
→ 0	2.4	88	2	0	-1	0.6	4	10	11
- CC(C)NCC(O)COc1ccc(Br)cc1 (stereo not given)
→ 2	-4.3	100	4	6	4	-0.1	-2	-2	-2

# (listing goes on)
# Results follow in this order: N-glyco inh	MC4R ag barr	ABCB6 inh MLPCN	MC4R antagonist	ABHD5 PLIN5 PPI	TLR9-MyD88 inh	aDG glyco act	NOD2 RIPK2 PPI	Vif imaging	Exocytosis inh
- COc1ccccc1NC(=O)c1[nH]c(C)c(C(C)=O)c1C
→ 6	-1.5	98	4	-6	6	0.3	1	2	-4
- C[C@@H](C(=O)Nc1ccccc1N1CCOCC1)N1C(=O)C2CCCCC2C1=O (stereo not given in full)
→ -1	-1.0	98	4	-1	7	0.0	-2	5	-1
- S=c1[nH]nc(-c2ccco2)n1/N=C/c1ccc(Cl)cc1
→ 0	-2.8	98	0	0	-1	-0.2	-6	-5	6
- COc1ccc(COc2cc(-c3cccc(OC)c3)nc3ccc(NC(=O)c4ccc(C)cc4)cc23)cc1
→ -2	-2.7	93	-6	-4	-7	-0.6	-9	-11	8
- CCOCCCNC(=O)C(NC(=O)c1ccccc1O)c1ccc(C)cc1 (stereo not given)
→ 1	0.2	97	-1	-7	3	1.4	-90	-8	1
- COc1cc(/C=N/n2c(-c3n[nH]c4c3CCC4)n[nH]c2=S)ccc1O
→ 3	0.0	99	7	-5	-1	0.0	4	6	-2
- NC(=O)N1CCCC1C(=O)Nc1ccc(Cl)c(Cl)c1 (stereo not given)
→ 1	-0.7	92	1	-2	-6	0.1	-7	-1	0
- CCCC(CC)Sc1nc2c([nH]1)c(=S)n(C)c(=O)n2C (stereo not given)
→ 1	-2.2	92	6	11	8	-0.1	-18	-23	1
- C=C(C)CN1C(=O)C2(OCCO2)c2cc(Br)ccc21
→ 3	-0.5	98	1	2	·	-0.1	0	-7	-4
- CCC[C@@H]1C=C(C(=O)OCC)[C@H](c2ccccc2)N1S(=O)(=O)c1ccc(C)cc1
→ -5	·	98	·	-1	·	-0.1	-8	·	-2
- COc1ccc(S(=O)(=O)N2CCN(C)CC2)cc1Br
→ -1	-3.3	96	3	-2	7	0.0	-9	13	-1
- CC(=O)NC(CC(=O)Nc1nc(-c2ccccc2)c(C(C)=O)s1)c1ccccc1 (stereo not given)
→ 1	-2.4	96	24	0	3	-0.1	-4	-4	30
- CC12CCCCN1CCCc1c2[nH]c2ccccc12 (stereo not given)
→ -2	-0.2	99	7	11	0	-0.1	-7	15	3
- CCN(c1ccccc1)S(=O)(=O)c1ccc(OC)c(NC(=O)c2ccco2)c1
→ 0	-1.5	102	14	-3	4	0.3	-12	-1	0
- CCOC(=O)N1CCC(NC(=O)c2ccc3c(c2)N(Cc2ccc(F)cc2)CCS3)CC1
→ -4	0.1	97	13	-4	4	0.3	-3	-10	-1
- COP(=O)(CC(=O)c1ccccc1)CC(=O)c1ccccc1
→ 3	-0.6	96	1	3	12	-0.1	0	9	0
- Cc1ccc(NC(=O)C2CCCN(S(=O)(=O)c3cccnc3)C2)c(C)c1 (stereo not given)
→ 1	-2.5	93	-5	1	11	0.0	-2	-7	-2
- COc1ccc(N2C(=O)C(C)(C)C2c2c(O)ccc3ccccc23)cc1 (stereo not given)
→ 0	0.5	96	6	-6	-7	-0.1	7	-5	-5
- CCOC(=O)N1CCC(NC(=O)CS(=O)Cc2nc(-c3ccccc3C)oc2C)CC1 (stereo not given)
→ 4	-1.1	99	1	-6	2	0.4	1	1	1
- CC1CN(C(=O)COC(=O)c2cccs2)CC(C)O1 (stereo not given)
→ 1	-0.4	122	4	-5	0	0.1	-6	14	-4

# Exported as tab-separated lines: entries from further up
SMILES	N-glyco inh	MC4R ag barr	ABCB6 inh MLPCN	MC4R antagonist	ABHD5 PLIN5 PPI	TLR9-MyD88 inh	aDG glyco act	NOD2 RIPK2 PPI	Vif imaging	Exocytosis inh
CCC[C@@H]1C=C(C(=O)OCC)[C@H](c2ccccc2)N1S(=O)(=O)c1ccc(C)cc1	-5	·	98	·	-1	·	-0.1	-8	·	-2
COc1ccc(S(=O)(=O)N2CCN(C)CC2)cc1Br	-1	-3.3	96	3	-2	7	0.0	-9	13	-1
CC(=O)NC(CC(=O)Nc1nc(-c2ccccc2)c(C(C)=O)s1)c1ccccc1 (stereo not given)	1	-2.4	96	24	0	3	-0.1	-4	-4	30
CC12CCCCN1CCCc1c2[nH]c2ccccc12 (stereo not given)	-2	-0.2	99	7	11	0	-0.1	-7	15	3
CCN(c1ccccc1)S(=O)(=O)c1ccc(OC)c(NC(=O)c2ccco2)c1	0	-1.5	102	14	-3	4	0.3	-12	-1	0
CCOC(=O)N1CCC(NC(=O)c2ccc3c(c2)N(Cc2ccc(F)cc2)CCS3)CC1	-4	0.1	97	13	-4	4	0.3	-3	-10	-1
COP(=O)(CC(=O)c1ccccc1)CC(=O)c1ccccc1	3	-0.6	96	1	3	12	-0.1	0	9	0
Cc1ccc(NC(=O)C2CCCN(S(=O)(=O)c3cccnc3)C2)c(C)c1 (stereo not given)	1	-2.5	93	-5	1	11	0.0	-2	-7	-2
COc1ccc(N2C(=O)C(C)(C)C2c2c(O)ccc3ccccc23)cc1 (stereo not given)	0	0.5	96	6	-6	-7	-0.1	7	-5	-5
CCOC(=O)N1CCC(NC(=O)CS(=O)Cc2nc(-c3ccccc3C)oc2C)CC1 (stereo not given)	4	-1.1	99	1	-6	2	0.4	1	1	1
CC1CN(C(=O)COC(=O)c2cccs2)CC(C)O1 (stereo not given)	1	-0.4	122	4	-5	0	0.1	-6	14	-4

# Continued:
# Results follow in this order: N-glyco inh	MC4R ag barr	ABCB6 inh MLPCN	MC4R antagonist	ABHD5 PLIN5 PPI	TLR9-MyD88 inh	aDG glyco act	NOD2 RIPK2 PPI	Vif imaging	Exocytosis inh
- CCC(=O)NC(c1cccs1)c1cc(Cl)c2cccnc2c1O (stereo not given)
→ -6	-4.5	98	6	6	2	-0.2	6	·	-2
- C[C@H](CO)N1C[C@H](C)[C@@H](CN(C)C(=O)Nc2ccc3c(c2)OCO3)Oc2c(NC(=O)c3ccncc3)cccc2C1=O
→ 4	-0.4	92	7	8	-8	-0.1	-4	10	-1
- Cc1c(Cl)cccc1Nc1nc(NCCO)c2ccccc2n1
→ 1	-0.1	100	2	6	-8	-0.1	0	1	-6
- O=C(Cc1cn2ccsc2n1)NCc1ccccc1
→ 1	-1.1	96	9	-5	-1	-0.2	7	-1	3
- Cc1cc(C)cc(CSCC(=O)NN=C2CCCCCC2)c1
→ 0	-1.2	99	5	-5	3	-0.4	-8	-2	0
- O=C(Cc1cccs1)NCC1CCCO1 (stereo not given)
→ 0	-2.4	98	25	-9	-2	0.2	-5	7	-4
- CCOC(=O)c1c[nH]n(-c2ccccc2)c1=O
→ 0	-0.8	97	6	1	1	0.3	-1	0	-2
- Cc1ccc(C(=O)CN(C(=O)c2ccc(Cl)cc2)N2C(=O)CCC2=O)cc1
→ 1	-1.2	103	-1	1	2	-0.4	-6	11	0
- COc1ccc(S(=O)(=O)Nc2cc3c(cc2C(C)=O)OCO3)cc1
→ 21	-1.5	101	-3	-4	0	-0.4	0	6	-2
- COc1cccc(NC(=O)CNC(=O)c2ccc(C)cc2)c1
→ 1	-1.9	98	9	-3	-10	1.3	-8	-3	4
- COc1ccc(OC)c(N(C(=O)c2ccco2)C(C(=O)NC2CCCC2)c2ccc(N3CCOCC3)cc2)c1 (stereo not given)
→ -1	-2.1	95	11	3	-8	0.2	-8	14	4
- O=C(COc1ncnc2sccc12)N1CCN(S(=O)(=O)c2ccc(Cl)cc2)CC1
→ 0	-3.2	94	2	4	1	0.1	4	4	2
